# EPAC2 agonist = activates human EPAC2 exchange factor. EPAC2 activation, biochemical qHTS; response scale: 100% = 6.5 mM cAMP response. hit rate 0.079% among 360,000. Potency, µM (doses to about 154 µM), for inactives: at the top dose activation, most hits filed as activators; also: nearly all actives have a fitted effect of over 50% in size
# Target sequence (Q8WZA2 whole entry, looked up): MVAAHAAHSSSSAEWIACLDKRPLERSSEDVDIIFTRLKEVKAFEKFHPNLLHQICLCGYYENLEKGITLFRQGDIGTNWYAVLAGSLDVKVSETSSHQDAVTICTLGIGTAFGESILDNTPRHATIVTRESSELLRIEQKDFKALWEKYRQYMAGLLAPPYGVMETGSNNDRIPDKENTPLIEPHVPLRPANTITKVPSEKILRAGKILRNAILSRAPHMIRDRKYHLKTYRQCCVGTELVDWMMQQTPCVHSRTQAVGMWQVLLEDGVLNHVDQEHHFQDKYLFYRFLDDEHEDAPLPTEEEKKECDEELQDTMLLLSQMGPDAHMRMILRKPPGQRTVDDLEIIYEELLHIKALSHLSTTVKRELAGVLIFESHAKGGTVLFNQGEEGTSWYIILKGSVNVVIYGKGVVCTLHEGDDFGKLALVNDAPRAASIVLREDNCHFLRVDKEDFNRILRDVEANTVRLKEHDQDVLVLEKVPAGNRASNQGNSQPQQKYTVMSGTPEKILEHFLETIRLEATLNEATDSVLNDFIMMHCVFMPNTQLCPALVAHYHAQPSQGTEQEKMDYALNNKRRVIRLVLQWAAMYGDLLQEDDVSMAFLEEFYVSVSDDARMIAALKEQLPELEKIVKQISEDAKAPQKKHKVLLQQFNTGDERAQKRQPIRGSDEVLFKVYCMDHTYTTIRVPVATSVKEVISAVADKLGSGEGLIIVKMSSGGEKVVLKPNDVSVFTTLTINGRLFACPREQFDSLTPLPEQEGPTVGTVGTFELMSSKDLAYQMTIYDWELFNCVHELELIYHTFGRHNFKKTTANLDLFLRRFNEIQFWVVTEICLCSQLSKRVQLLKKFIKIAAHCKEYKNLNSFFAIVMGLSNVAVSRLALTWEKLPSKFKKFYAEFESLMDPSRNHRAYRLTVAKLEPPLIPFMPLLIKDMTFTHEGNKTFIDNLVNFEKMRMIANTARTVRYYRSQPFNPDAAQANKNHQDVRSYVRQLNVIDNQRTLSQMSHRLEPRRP
#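 Setup: EPAC2 100 nM, labeled Rap1B complex 250 nM, free GDP 50 uM. Compound titrations pinned in, brief spin, 5 min room temperature incubation. Kinetic fluorescence read over 30 min, normalized to 6.5 mM cAMP.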
# FUS yeast rescue = rescues growth of FUS-expressing yeast; Potency, µM (series often up to 76.6 µM), inactives show at the highest dose growth rescue (activation), hits mostly activators; hit rate 0.24% among 390,000; S. cerevisiae FUS-expressing, growth rescue, OD600, 24 h;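 also: plate controls were DMSO vehicle for no effect and reference control for full effect; nearly all actives have a fitted effect of over 55% in size; some results filed as inactive show a strong effect at the top dose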
#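 Read-out: OD at 600 nm after 24hr at 30C, reporting rescue of FUS-induced yeast toxicity. Cells at OD 0.005 in galactose (2%) minimal medium; compounds tested in a dilution series; CP55940 titration from 92uM final as control.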
# aSyn rescue = inhibitors of alpha-synuclein toxicity in yeast; Yeast expressing alpha-synuclein, growth rescue, BacTiter-Glo, 24 h; Potency, µM (top dose mostly 46.1 µM), without a hit: at the top dose growth rescue (activation), usual class: activators; hit rate 0.14% among 370,000; AID 652106; also: % of control where 0% means no effect; nearly all actives have a fitted effect of over 65% in size
#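 Readout is rescue of growth in alpha-synuclein-expressing yeast, so inhibitors of toxicity appear as activators. Growth after 24 hr at 30 deg C in galactose medium is quantified by luminescence.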
# TDP43 rescue = TDP-43 toxicity inhibition in yeast. AID 652104. Potency, µM (doses to about 46.1 µM), without a hit: top-dose growth rescue (activation), hits mostly activators. TDP-43 expressing yeast growth rescue, BacTiter-Glo, 24 h. hit rate 1.8% among 410,000; also: % of control where 0% means no effect; nearly all actives have a fitted effect of over 50% in size
#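 Yeast cells expressing TDP-43 under galactose induction are exposed to compounds for 24 hr at 30 deg C. BacTiter-Glo luminescence measures growth, so protective compounds score as activators.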
# EPAC2 antagonist = EPAC2 (human) antagonism; Potency, µM (series often up to 114 µM), without a hit: at the top dose activity, negative = inhibition, usual class: inhibitors; Q8WZA2; hit rate 0.18% among 360,000; EPAC2 GEF exchange of Rap1B-BODIPY-GDP, fluorescence; AID 720708; also: % is scaled to controls: 0 for no effect and ±100 for the full control effect; nearly all actives have a fitted effect of over 45% in size; many of its hits are not listed in these tables
# EPAC1 antag = blocks human EPAC1 exchange factor. O95398. EPAC1 GEF assay, Rap1b-BODIPY-GDP exchange fluorescence. Potency, µM (top dose mostly 115 µM), without a hit: at the highest dose activity change, negative = inhibition, actives largely listed as inhibitors. hit rate 0.14% among 360,000. AID 720709;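 also: plate controls were vehicle for no effect and positive control for full effect; nearly all actives have a fitted effect of over 50% in size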
# EPAC1 ag = EPAC1 (human) agonism; hit rate 0.073% among 360,000; AID 720707; EPAC1 agonist qHTS, biochemical assay; response scale: 100% = response to 6.5 mM cAMP; Potency, µM (titrated, usually from 154 µM), without a hit: top-dose activation, usual class: activators; also: nearly all actives have a fitted effect of over 60% in size
#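 Compounds were pinned as a concentration titration into mixtures of EPAC1 (100 nM), BODIPY-GDP-loaded Rap1B (250 nM) and GDP (50 uM). After 5 min at room temperature, fluorescence was followed for 30 min; activity was scaled to 6.5 mM cAMP.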
# PTHR1 agonist = activates the human parathyroid hormone receptor PTHR1 | hit rate 0.075% among 410,000 | Potency, µM (doses to about 115 µM), for the others: at the top dose activation, most hits filed as activators | HEK293 GP2 PTHR1 cells, GloSensor cAMP luminescence, 1 h | AID 743266; also: nearly all actives have a fitted effect of over 55% in size; some results filed as inactive show a strong effect at the top dose; inactives centre near -15; many of its hits are not listed in these tables
#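 HEK-293-derived GP2 cells expressing PTHR1 and a GloSensor cAMP reporter, 3,000/well, plated overnight, given luciferin plus IBMX (each 0.5 mM as added) for 1 h at 37 °C, then compound for 1 h at 37 °C. Luminescence was read after 15 min at room temperature.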
# Active calls of the source: *; i = inactive; ? = inconclusive; / = no result given; & = joins results of further samples; [ ] = dose if it differs, or a comment. Calls follow the shape of the dose curve; as a rule, active = well fitted curve in the direction sought with a large enough effect; inconclusive = small, poorly fitted or top-dose-only effect, or another doubt; inactive = no such curve, though single readings can be large; an effect the other way counts as inactive or inconclusive. Potency is read from the fitted curve at half-maximal effect. Not all compounds are listed. The share of hits here may be higher or lower than overall.
SMILES,EPAC2 agonist,FUS yeast rescue,aSyn rescue,TDP43 rescue,EPAC2 antagonist,EPAC1 antag,EPAC1 ag,PTHR1 agonist
CC(C)(C)NC(=O)Cn1c(=O)oc2cc(S(=O)(=O)N3CCc4ccccc43)ccc21,-1%,21%,-1%,-2%,13%,-18%,-22%,-39%[inhibitor]
C=CCNc1ncnc2c1ncn2[C@H]1CN(Cc2ccc(-c3ccccc3)cc2)C[C@@H](CO)O1,-1%,42%,2%,24%,8%,-6%,3%,-56%[inhibitor]
CCC(C)C(NC(=O)c1ccccc1NC(=O)c1ccco1)C(=O)NNC(=O)c1ccncc1 (centres undefined),-4%,?,-6%,-18%,-26%,?,-8%,?
CCOc1ccc(S(=O)(=O)Nc2ccc(C(=O)NN)cc2)cc1,2%,-22%,4%,3%,-4%,15%,-8%,-33%[inhibitor]
CS(=O)(=O)c1ccc(-c2nn[nH]n2)cc1,-1%,9%,-8%,-14%,2%,3%,0%,i
CC(C)c1csc(CN2CCN(CCc3ccccc3)C(CCO)C2)n1 (centres undefined),-1%,-12%,0%,11%,2%,-4%,6%,-33%[inhibitor]
CN(C)S(=O)(=O)N1CCC(Oc2cccc(C(=O)N3CCCCCCC3)c2)CC1,1%,15%,-1%,19%,1%,-2%,-8%,i
O=C(NC1CCCCCCC1)c1cc(-c2ccccn2)nc2ccccc12,-2%,-5%,-9%,?,6%,-16%,3%,-9%
O=C(NC(=S)Nc1ccc(CN2CCCCC2)cc1)c1cccc(OCc2ccccc2)c1,16%,28%,14%,-8%,-12%,-17%,8%,-5%
CN(c1ccccc1C(=O)NCc1ccccn1)S(C)(=O)=O,-6%,15%,-4%,10%,15%,6%,-1%,i
CCOC(=O)N1CCC(NC(=O)c2cc(C(=O)Nc3ccc(F)cc3F)ccc2CO)CC1,2%,3%,-1%,-6%,2%,19%,6%,-3%
O=C(COC(=O)CNC(=O)C1CCCCC1)Nc1ccc2ccccc2c1,-9%,-4%,3%,9%,2%,-2%,6%,i
O=C(CCNC(=O)c1ccccc1Cl)Nc1ccc2c(c1)OCO2,-2%,27%,1%,3%,1%,5%,6%,i
Oc1ccccc1N1CCN(C(=S)Nc2ccc(SC(F)F)cc2)CC1,10%,56%,-3%,-27%,9%,6%,-2%,-90%[inhibitor]
CCOC(=O)C(NC(C)=O)(Nc1ccc(S(=O)(=O)Nc2ccncn2)cc1)C(F)(F)F (centres undefined),2%,-4%,-10%,-6%,12%,-4%,-4%,i
CC(NC(=O)c1ccc(S(=O)(=O)Nc2ccccc2Cl)cc1)c1ccncc1 (centres undefined),3%,6%,5%,-3%,-6%,3%,6%,-5%
Cc1cc(NC(=O)CCC(=O)N(Cc2ccco2)C(C(=O)NC2CCCCC2)c2cccs2)no1 (centres undefined),0%,14%,1%,14%,8%,7%,-1%,i
COC(=O)c1ccc(CSc2nnc(-c3ccncc3)o2)o1,9%,10%,-2%,5%,-5%,-11%,2%,1%
CCOc1ccc(CCNC(=O)c2cc(C)nc3ccccc23)cc1OCC,-6%,5%,10%,2%,1%,-18%,5%,i
CCN(CCNC(=O)c1ccc2nc(-c3ccccc3NC(C)=O)c(=O)[nH]c2c1)c1ccccc1,-3%,-2%,-10%,12%,6%,0%,1%,i
C=CC#CC1(O)CC(C)[N+](C)(C)CC1C (centres undefined),13%,-22%,-1%,-26%,-5%,2%,-4%,?
CCNc1nc(C#N)nc2c1ncn2-c1cc(F)cc(F)c1,2%,-4%,/,/,19%,6%,-5%,17%
COCC(=O)Nc1ccc(N2CCOCC2)c(S(=O)(=O)Nc2ccccc2OC)c1,7%,?,-19%,4%,-6%,?,-6%,?
CN(C(=O)COC(=O)c1nc(Cl)ccc1Cl)c1ccccc1,7%,/,14%,-11%,8%,3%,0%,-4%
COCCCNC(=O)c1ccc(CS(=O)(=O)c2ccccc2C)o1,0%,-20%,-1%,-14%,23%,15%,6%,-24%
Cc1ccc(-n2c(SCC(=O)O)nc3sc4c(c3c2=O)C(C)CCC4)cc1 (centres undefined),3%,-15%,-4%,-15%,-15%,?,3%,?
CCc1ccccc1NC(=O)N[C@H](C(=O)O)C(C)C,4%,-12%,-7%,-8%,4%,-15%,-6%,-2%[57.5 µM]
CCCN(CCC)CCNC(=O)c1cc2c(-c3ccccc3F)nn(C)c2s1,3%,23%&-6%,-9%,-34%&-4%[inhibitor],20%,13%,-12%,-15%
COc1ccccc1C(=O)NCC(=O)N/N=C/c1ccncc1,1%,14%,-1%,-25%,14%,24%,-5%,i
COC(=O)Cc1cc(=O)[nH]c(/N=C(\N)Nc2ccc(C)cc2C)n1,-11%,-13%,11%,9%,0%[57.1 µM],-4%,-1%,-43%[inhibitor][57.5 µM]

# Nine compounds from above, ordered by count of non-hydrogen atoms, low to high.
SMILES,EPAC2 agonist,FUS yeast rescue,aSyn rescue,TDP43 rescue,EPAC2 antagonist,EPAC1 antag,EPAC1 ag,PTHR1 agonist
C=CC#CC1(O)CC(C)[N+](C)(C)CC1C (centres undefined),13%,-22%,-1%,-26%,-5%,2%,-4%,?
CCc1ccccc1NC(=O)N[C@H](C(=O)O)C(C)C,4%,-12%,-7%,-8%,4%,-15%,-6%,-2%[57.5 µM]
CN(C(=O)COC(=O)c1nc(Cl)ccc1Cl)c1ccccc1,7%,/,14%,-11%,8%,3%,0%,-4%
COc1ccccc1C(=O)NCC(=O)N/N=C/c1ccncc1,1%,14%,-1%,-25%,14%,24%,-5%,i
COCCCNC(=O)c1ccc(CS(=O)(=O)c2ccccc2C)o1,0%,-20%,-1%,-14%,23%,15%,6%,-24%
Cc1ccc(-n2c(SCC(=O)O)nc3sc4c(c3c2=O)C(C)CCC4)cc1 (centres undefined),3%,-15%,-4%,-15%,-15%,?,3%,?
CCCN(CCC)CCNC(=O)c1cc2c(-c3ccccc3F)nn(C)c2s1,3%,23%&-6%,-9%,-34%&-4%[inhibitor],20%,13%,-12%,-15%
COCC(=O)Nc1ccc(N2CCOCC2)c(S(=O)(=O)Nc2ccccc2OC)c1,7%,?,-19%,4%,-6%,?,-6%,?
CCN(CCNC(=O)c1ccc2nc(-c3ccccc3NC(C)=O)c(=O)[nH]c2c1)c1ccccc1,-3%,-2%,-10%,12%,6%,0%,1%,i

# Next results follow:
SMILES,EPAC2 agonist,FUS yeast rescue,aSyn rescue,TDP43 rescue,EPAC2 antagonist,EPAC1 antag,EPAC1 ag,PTHR1 agonist
O=C1CC(c2ccc(F)cc2)Cc2nc(N3CCN(c4ccccc4)CC3)ncc21 (centres undefined),3%,-30%,10%,10%,1%,-1%,12%,-46%[inhibitor][57.5 µM]
COc1cc(CNC2CCCCC2)c(Br)cc1OC1CCCC1,4%,-15%,1%,-2%,12%,4%,3%,i
O=C(CNS(=O)(=O)c1ccc(C(=O)N2CCCCC2)cc1)N1CCCCC1,-5%,1%,0%,-13%,4%,3%,1%,-2%
COc1ccc(OC)c(C(=O)COC(=O)c2cccnc2Cl)c1,5%,-5%,-1%,5%,5%,4%,-2%,-1%
Cc1cc(C)nc(N2CCC(C(=O)O)CC2)n1,-5%,22%,17%,-5%,-2%,-2%,3%,-4%[57.5 µM]
CCOC(=O)C1=CN(Cc2cccc(-c3cccnc3)c2)S(=O)(=O)N(C)C1C (centres undefined),13%,5%,1%,8%,-9%,-8%,-11%,-45%[inhibitor]
O=[N+]([O-])c1cc(C(F)(F)F)ccc1Sc1nccn1Cc1ccccc1,-3%,24%,1%,?,-20%,-3%,11%,-5%[57.5 µM]
COc1ccc(-c2cn(CCO)c(-c3ccc(Cl)nc3)n2)cc1,-1%,-19%,-4%,20%,12%,-8%,-10%,-15%
O=C(Nc1cccc(NC(=O)c2sc3ccccc3c2Cl)c1)c1ccco1,13%,12%,-11%,5%,-6%,-13%,20%,-25%
NC(N)=Nc1nc(CSCC/C(N)=N/S(N)(=O)=O)cs1,7%,-28%,-7%&-4%,-2%,-2%,7%,-14%,7%
Cc1ccn2c(-c3csc(Nc4ccc(C(=O)O)cc4)n3)c(C)nc2c1,8%,-3%,1%,6%,2%,0%,5%,5%
CCC(Sc1nc2sc(C(=O)OC)c(C)c2c(=O)n1N)C(=O)N(CC)CC (centres undefined),-5%,11%,-9%,13%,-5%,8%,-9%,-2%[57.5 µM]
COc1cc(/C=N/NC(=O)c2cc3ccccc3cc2O)ccc1OCCN1CCCCC1,5%,/,1%,-3%,10%,-9%,4%,-15%
O=C(Cc1cccc(NC(=O)C2CCCN(C(=O)CCc3ccccc3)C2)c1)Nc1cccc(C(=O)N2CCOCC2)c1 (centres undefined),5%,30%,4%,17%,1%,1%,14%,-14%
CCCn1c2ccccc2c2cnn(CC(=O)NC3CCC(C)CC3)c(=O)c21 (centres undefined),-7%,-1%,0%,10%,17%,4%,14%,i
CCN1CCN(C(=O)CN2C(=O)COc3ccc(S(=O)(=O)N4CCOCC4)cc32)CC1,5%,-9%,-6%,0%,-2%,-2%,-3%,-21%
O=C(NCc1ccc2c(c1)OCO2)C1CCCN(S(=O)(=O)c2cccc3nonc23)C1 (centres undefined),-4%,14%,-1%,10%,6%,2%,-1%,-3%
CCOC(=O)CSCc1cn2cc(Cl)ccc2n1,0%,/,-5%,2%,5%,-22%,-5%,i
CC(=O)c1cccc(NC(=O)c2sc3nc4n(c(=O)c3c2C)CCCC4)c1,-6%,11%,-1%,-24%,-6%,-18%,14%,i
Cc1ccc(S(=O)(=O)N(C)C)cc1NC(=O)COC(=O)CCNS(=O)(=O)c1ccccc1,6%,-1%,-2%,16%,17%,-7%,-7%,i
COc1ccccc1C(=O)Nc1cc(-c2ccc(C)cc2)no1,14%,-7%&-4%,-10%,17%&17%,-7%,?,9%,-15%
Cc1ccc(NC(=O)NNc2cccc(Cl)n2)cc1,6%,-2%,-2%,?,30%[activator],19%,4%,i

# Single records, as listed above. Order of values: EPAC2 agonist, FUS yeast rescue, aSyn rescue, TDP43 rescue, EPAC2 antagonist, EPAC1 antag, EPAC1 ag, PTHR1 agonist
# O=C(NC1CCCCCCC1)c1cc(-c2ccccn2)nc2ccccc12 reads -2%, -5%, -9%, ?, 6%, -16%, 3%, -9%
# CC(C)(C)NC(=O)Cn1c(=O)oc2cc(S(=O)(=O)N3CCc4ccccc43)ccc21 reads -1%, 21%, -1%, -2%, 13%, -18%, -22%, -39%[inhibitor]

# High-throughput results as filed in PubChem BioAssay.
